Screening results as filed in PubChem.
CXCR6 block = blocks human CXCR6 beta-arrestin recruitment; inhibition, % at 20 µM; hit rate 0.36% among 360,000; CHO-K1 PathHunter CXCR6 beta-arrestin, luminescence; in the data active = inhibition above about 34%, passing the limit was not always enough;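 note: antagonist mode with CXCL16 agonist at 10 nM final; 0% = 10 nM CXCL16 with DMSO and 100% = unstimulated wells without agonist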
EBI2 antag = antagonists of human EBI2 receptor; P32249; EBI2 beta-arrestin recruitment, luminescence, 7a,25-OHC stimulated; inhibition, % at 5 µM; hit rate 0.81% among 360,000; AID 651636; in the data active = inhibition above about 38%;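 note: enzyme fragment complementation signal reports receptor beta-arrestin coupling in cells; 0% = agonist plus DMSO wells and 100% = wells without agonist; some results beyond the cut were filed as inactive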
Gli-Sufu antag = blocks Gli-Sufu signaling in a luciferase reporter; Sufu-KO-LIGHT fibroblasts, Gli luciferase reporter luminescence; inhibition, % at 5 µM; hit rate 0.74% among 340,000; AID 588413;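 active = inhibition above about 55%, limit read from the data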;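 note: 0% = DMSO-treated cells and 100% = wells with medium but no cells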
APJ ag = agonists of human APJ apelin receptor; CHO-K1 APJ PathHunter beta-arrestin, luminescence; 0% DMSO wells, 100% apelin; activation, % at 20 µM; P35414; hit rate 0.11% among 330,000;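 active = activation more than six SD over the plate average, tested at 20 µM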;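 note: 0% = DMSO alone and 100% = apelin-13 at 10 nM; some results filed as inactive read as strong as hits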
Target sequence (P35414 whole entry, looked up): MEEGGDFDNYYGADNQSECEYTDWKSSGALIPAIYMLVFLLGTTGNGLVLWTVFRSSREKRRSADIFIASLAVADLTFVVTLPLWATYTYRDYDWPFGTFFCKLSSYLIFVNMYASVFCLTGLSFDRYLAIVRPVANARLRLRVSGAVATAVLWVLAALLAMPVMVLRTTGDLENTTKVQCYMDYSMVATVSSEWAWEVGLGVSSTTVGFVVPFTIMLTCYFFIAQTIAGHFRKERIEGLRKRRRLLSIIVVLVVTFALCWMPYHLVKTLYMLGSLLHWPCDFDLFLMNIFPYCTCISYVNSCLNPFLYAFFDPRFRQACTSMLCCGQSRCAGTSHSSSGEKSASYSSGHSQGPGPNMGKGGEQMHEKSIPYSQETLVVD
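Material: engineered CHO-K1 APJ arrestin reporter cells; amount: 1000 CHO-K1 reporter cells seeded per well; incubation: compound stimulation 90 min at 25 °C, detection 60 min; signal: luminescent beta-gal fragment complementation, chemiluminescent substrate; read-out basis: APJ agonist activity; controls: DMSO-only wells as negative, 10 nM Apelin-13 as positive control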
UBC13 inh = human UBC13 polyubiquitination inhibition. AID 485273. P61088. inhibition, % at 20 µM. UBC13 polyubiquitin chain formation, TR-FRET. hit rate 0.47% among 330,000; in the data active = inhibition above about 45%, passing the limit was not always enough
Target sequence (P61088 whole entry, looked up): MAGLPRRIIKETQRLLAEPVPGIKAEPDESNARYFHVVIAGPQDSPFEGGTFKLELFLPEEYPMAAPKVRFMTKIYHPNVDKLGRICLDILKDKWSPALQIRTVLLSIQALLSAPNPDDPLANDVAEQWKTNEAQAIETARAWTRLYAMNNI
APJ antagonist = APJ receptor antagonism; CHO-K1 APJ beta-arrestin complementation, luminescence; P35414; hit rate 0.32% among 330,000; inhibition, % at 20 µM;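 active = inhibition above about 40% at 20 µM, limit read from the data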;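 note: cells challenged with 10 nM apelin-13 agonist together with compound; plate controls were apelin-13 plus DMSO wells for no effect and DMSO wells lacking apelin-13 for full effect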
ATG4B inhibitor = inhibitors of human ATG4B cysteine protease. Q9Y4P1. ATG4B cleavage of LC3-PLA2, NBD-HPC fluorescence, 1 h. inhibition, % at 8.33 µM. hit rate 0.51% among 340,000. AID 504462; in the data active = inhibition above about 40%
Target sequence (Q9Y4P1 whole entry, looked up): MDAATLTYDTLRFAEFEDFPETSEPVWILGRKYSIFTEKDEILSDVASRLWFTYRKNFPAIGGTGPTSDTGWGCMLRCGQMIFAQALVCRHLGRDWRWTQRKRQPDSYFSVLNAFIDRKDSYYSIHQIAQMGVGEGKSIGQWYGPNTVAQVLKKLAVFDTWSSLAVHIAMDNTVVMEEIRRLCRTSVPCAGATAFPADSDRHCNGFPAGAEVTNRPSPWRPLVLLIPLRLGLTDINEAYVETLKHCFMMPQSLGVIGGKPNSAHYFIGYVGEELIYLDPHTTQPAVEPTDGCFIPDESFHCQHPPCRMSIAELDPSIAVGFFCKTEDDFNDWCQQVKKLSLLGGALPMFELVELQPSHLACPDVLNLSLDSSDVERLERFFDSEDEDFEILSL
CCR6 antag = blocks CCL20-driven beta-arrestin recruitment at human CCR6; CHO-K1 CCR6 PathHunter beta-arrestin, luminescence, CCL20-stimulated; inhibition, % at 20 µM; hit rate 0.49% among 340,000; AID 493098;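 active = compounds whose inhibition of the agonist-driven luminescence signal at 20 µM reaches about 50%, limit read from the data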;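 note: cells stimulated with CCL20 at 14 nM final; plate controls were DMSO with CCL20 for no effect and DMSO without agonist for full effect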
* marks the source's active call; other numbers are inactive results.

`COc1ccc(C(=O)NC(=S)NNC(=O)CCc2ccccc2)cc1` gave CXCR6 block 26, EBI2 antag 6, Gli-Sufu antag 5, APJ ag -7, UBC13 inh -36, APJ antagonist 30, ATG4B inhibitor -7 and CCR6 antag 63*.
Screening CCOC(=O)c1c(OCCO)nn(-c2ccccc2)c1N returned CXCR6 block 8, EBI2 antag -7, Gli-Sufu antag 0, APJ ag -3, UBC13 inh 6, APJ antagonist -28, ATG4B inhibitor 8 and CCR6 antag 1.
`C/C(CC(=O)Nc1cccnc1)=N/NC(=O)COc1ccc(Cl)cc1Br` gave CXCR6 block 1, EBI2 antag 3, Gli-Sufu antag 4, APJ ag 1, UBC13 inh -1, APJ antagonist 18, ATG4B inhibitor -5 and CCR6 antag 0.
Screening CC(C)CN(C(=O)CC1CCCC1)c1c(N)n(Cc2ccccc2)c(=O)[nH]c1=O returned CXCR6 block 0, EBI2 antag -3, Gli-Sufu antag 1, APJ ag -2, UBC13 inh -5, APJ antagonist 14, ATG4B inhibitor -4 and CCR6 antag 10.
For O=C(NC1CCCCC1)c1cccc(OCc2ccccc2)c1 the results were CXCR6 block 7, EBI2 antag 4, Gli-Sufu antag -13, APJ ag -1, UBC13 inh -1, APJ antagonist 2, ATG4B inhibitor 1 and CCR6 antag 16.
Screening CCC(=O)NC(=S)Nc1cccc(NC(=O)c2ccccc2Cl)c1 returned CXCR6 block 10, EBI2 antag -8, Gli-Sufu antag 1, APJ ag -5, UBC13 inh 17, APJ antagonist 15, ATG4B inhibitor -9 and CCR6 antag 4.
`O=C(Nc1cccc(-c2cn3ccccc3n2)c1)c1cc2ccccc2oc1=O` gave CXCR6 block 0, EBI2 antag -4, Gli-Sufu antag -83, APJ ag 2, UBC13 inh -12, APJ antagonist 19, ATG4B inhibitor 21 and CCR6 antag 0.
For O=C(CSCc1ccccc1)Nc1cccc(C(=O)Nc2ccccc2C(=O)O)c1 the results were CXCR6 block 9, EBI2 antag -3, Gli-Sufu antag 4, APJ ag -4, UBC13 inh -7, APJ antagonist 11, ATG4B inhibitor 4 and CCR6 antag 0.
COCc1cc(=O)[nH]c(/N=C(\N)Nc2c(F)cccc2F)n1 was read as CXCR6 block 1, EBI2 antag -4, Gli-Sufu antag 2, APJ ag -2, UBC13 inh 2, APJ antagonist 8, ATG4B inhibitor -3 and CCR6 antag -8.
`CC(C)Cc1nnc(NC(=O)CCNC(=O)c2ccccc2Cl)s1` gave CXCR6 block -4, EBI2 antag -17, Gli-Sufu antag -19, APJ ag -3, UBC13 inh 2, APJ antagonist 0, ATG4B inhibitor -5 and CCR6 antag 3.
O=S(=O)(c1ccc(Cl)cc1)N1CCCC(c2nc(-c3ccc(F)cc3)no2)C1 (centres undefined) was read as CXCR6 block -4, EBI2 antag 24, Gli-Sufu antag 13, APJ ag -3, UBC13 inh 3, APJ antagonist 9, ATG4B inhibitor -6 and CCR6 antag 19.
`CNC(=O)CSc1nnc(-c2ccc(S(=O)(=O)N3CCCC3)cc2)n1-c1cccc(C)c1C` gave CXCR6 block -10, EBI2 antag -1, Gli-Sufu antag 14, APJ ag 5, UBC13 inh 0, APJ antagonist 5, ATG4B inhibitor -16 and CCR6 antag -10.
CNC(=O)COc1coc(CN2CCN(c3ccccc3F)CC2)cc1=O was read as CXCR6 block -7, EBI2 antag 2, Gli-Sufu antag -1, APJ ag -2, UBC13 inh -3, APJ antagonist 4, ATG4B inhibitor 3 and CCR6 antag -9.
`Cc1ccc(CNC(=O)C2(C)Oc3ccccc3NC2=O)cc1` (centres undefined) gave CXCR6 block -2, EBI2 antag 3, Gli-Sufu antag 1, APJ ag 4, UBC13 inh 3, APJ antagonist 10, ATG4B inhibitor -4 and CCR6 antag 3.
Screening CC(C)Cc1cc(C(=O)Nc2ccccc2)c2ccccc2n1 returned CXCR6 block -3, EBI2 antag -7, Gli-Sufu antag 15, APJ ag -1, UBC13 inh -2, APJ antagonist -9, ATG4B inhibitor 8 and CCR6 antag 15.
CCOC(=O)c1ccccc1NC(=O)c1ccc(F)cc1 was read as CXCR6 block 16, EBI2 antag -1, Gli-Sufu antag -22, APJ ag -6, UBC13 inh 0, APJ antagonist 7, ATG4B inhibitor 12 and CCR6 antag 5.
Screening O=C(Cc1c(F)cccc1Cl)Nc1cccc(S(=O)(=O)NC2=NCCCCC2)c1 returned CXCR6 block -6, EBI2 antag -1, Gli-Sufu antag -5, APJ ag -1, UBC13 inh 1, APJ antagonist 13, ATG4B inhibitor 5 and CCR6 antag 10.
CCN1CCSc2ccc(C(=O)NCc3ccccc3F)cc21 was read as CXCR6 block -16, EBI2 antag 7, Gli-Sufu antag -5, APJ ag -1, UBC13 inh 13, APJ antagonist -8, ATG4B inhibitor -10 and CCR6 antag 11.
CC(=O)Nc1ccc(NC(=O)COc2ncnc3ccccc23)cc1 was read as CXCR6 block -1, EBI2 antag -3, Gli-Sufu antag -18, APJ ag -4, UBC13 inh 6, APJ antagonist 1, ATG4B inhibitor 2 and CCR6 antag 3.
Screening O=C(CSc1nc2ccccc2nc1N1CCCCC1)N1CCN(c2ccccc2)CC1 returned CXCR6 block 15, EBI2 antag 16, Gli-Sufu antag 0, APJ ag -3, UBC13 inh 7, APJ antagonist 11, ATG4B inhibitor 2 and CCR6 antag 14.
CC1(C)CC(=O)c2c(Cc3ccccc3)noc2C1 was read as CXCR6 block -2, EBI2 antag 3, Gli-Sufu antag -11, APJ ag -3, UBC13 inh -4, APJ antagonist 11, ATG4B inhibitor 5 and CCR6 antag 6.
For O=C(COC(=O)c1ccccn1)Nc1cccc2ccccc12 the results were CXCR6 block -3, EBI2 antag 3, Gli-Sufu antag -2, APJ ag -1, UBC13 inh 9, APJ antagonist 5, ATG4B inhibitor 0 and CCR6 antag 9.
`O=C(N/N=C\c1ccc(Cl)s1)c1ccc(Cn2cccn2)o1` gave CXCR6 block -3, EBI2 antag -1, Gli-Sufu antag 2, APJ ag 1, UBC13 inh -10, APJ antagonist -11, ATG4B inhibitor -7 and CCR6 antag -16.
For CCOC(=O)N1CCN(C(=O)c2ccccc2Oc2ccccc2)CC1 the results were CXCR6 block 10, EBI2 antag -6, Gli-Sufu antag -1, APJ ag -6, UBC13 inh -1, APJ antagonist 3, ATG4B inhibitor 2 and CCR6 antag -5.

Taken from the results shown for reference:
`C/C(CC(=O)Nc1cccnc1)=N/NC(=O)COc1ccc(Cl)cc1Br` gave CXCR6 block 1, EBI2 antag 3, Gli-Sufu antag 4, APJ ag 1, UBC13 inh -1, APJ antagonist 18, ATG4B inhibitor -5 and CCR6 antag 0.
Screening CC(C)CN(C(=O)CC1CCCC1)c1c(N)n(Cc2ccccc2)c(=O)[nH]c1=O returned CXCR6 block 0, EBI2 antag -3, Gli-Sufu antag 1, APJ ag -2, UBC13 inh -5, APJ antagonist 14, ATG4B inhibitor -4 and CCR6 antag 10.

New compounds follow:
COc1cccc(C(=O)NCC(c2ccco2)N2CCOCC2)c1 (centres undefined) was read as CXCR6 block -4, EBI2 antag 1, Gli-Sufu antag -3, APJ ag 2, UBC13 inh 2, APJ antagonist 19, ATG4B inhibitor -5 and CCR6 antag 10.
`CCc1ccc(NC(=O)Cn2ncn3c(cc4ccccc43)c2=O)cc1` gave CXCR6 block 2, EBI2 antag -9, Gli-Sufu antag 8, APJ ag -1, UBC13 inh -12, APJ antagonist -1, ATG4B inhibitor -4 and CCR6 antag 10.
Screening CCCCNC(=O)c1ccc(CNS(=O)(=O)c2ccc(Br)cc2)cc1 returned CXCR6 block -1, EBI2 antag 6, Gli-Sufu antag -2, APJ ag -3, UBC13 inh -2, APJ antagonist -23, ATG4B inhibitor -6 and CCR6 antag 7.
CC1CCN(S(=O)(=O)c2cn(CC(=O)Nc3ccc(OC(F)(F)F)cc3)cn2)CC1 was read as CXCR6 block -3, EBI2 antag 5, Gli-Sufu antag -10, APJ ag -8, UBC13 inh -12, APJ antagonist 7, ATG4B inhibitor -4 and CCR6 antag 11.
Screening CN1CN=C(NS(=O)(=O)c2ccc([N+](=O)[O-])cc2)NC1 returned CXCR6 block -1, EBI2 antag 2, Gli-Sufu antag 5, APJ ag 0, UBC13 inh -4, APJ antagonist -13, ATG4B inhibitor 0 and CCR6 antag -9.
`CSc1sc(C(=O)NCC2CC2)c(-c2cccs2)c1C#N` gave CXCR6 block 3, EBI2 antag 0, Gli-Sufu antag 3, APJ ag 1, UBC13 inh -3, APJ antagonist 2, ATG4B inhibitor 37 and CCR6 antag 7.
`COc1ccc(CC2(CO)CCN(Cc3cnn(C)c3)CC2)cc1` gave CXCR6 block 2, EBI2 antag 3, Gli-Sufu antag 11, ATG4B inhibitor 18 and CCR6 antag 11.
`COCCNC(=O)C(=O)NCCN1CCNCC1` gave CXCR6 block -2, EBI2 antag -10, Gli-Sufu antag -14, APJ ag -2, UBC13 inh 8, APJ antagonist 12, ATG4B inhibitor -4 and CCR6 antag 10.
CCC1CCCCN1C(=O)CSc1nc(N)c(NC(=O)c2ccco2)c(=O)[nH]1 (centres undefined) was read as CXCR6 block -2, EBI2 antag 4, Gli-Sufu antag -11, APJ ag -3, UBC13 inh 0, APJ antagonist 18, ATG4B inhibitor 6 and CCR6 antag 9.
Screening Cc1ccc(OCC(=O)N(c2ccccn2)C2CCCCC2)c(C)c1 returned CXCR6 block 2, EBI2 antag -4, Gli-Sufu antag 3, APJ ag -2, UBC13 inh -9, APJ antagonist -2, ATG4B inhibitor -6 and CCR6 antag -8.
Nc1ccc(C(=O)N2CCN(S(=O)(=O)c3ccc(Cl)s3)CC2)cc1[N+](=O)[O-] was read as CXCR6 block 4, EBI2 antag 7, Gli-Sufu antag 11, APJ ag 13, UBC13 inh -12, APJ antagonist -12, ATG4B inhibitor -3 and CCR6 antag 5.
Screening CC(C)C[C@H](NC(=O)C1CC(=O)N(c2ccc3c(c2)OCCO3)C1)C(=O)NC1CCCC1 (some centres undefined) returned CXCR6 block 0, EBI2 antag 5, Gli-Sufu antag -6, APJ ag 0, UBC13 inh -5, APJ antagonist -11, ATG4B inhibitor -4 and CCR6 antag -2.
CS(=O)(=O)c1ccc2nc(NC(=O)Nc3ccc(Cl)c(Cl)c3)sc2c1 was read as CXCR6 block -3, EBI2 antag 1, Gli-Sufu antag 20, APJ ag -1, UBC13 inh 0, APJ antagonist 10, ATG4B inhibitor 12 and CCR6 antag -8.
CCOc1cc(-c2nc(-c3ccc(OC)cc3)no2)cc(OCC)c1OCC was read as CXCR6 block -11, EBI2 antag 10, Gli-Sufu antag -8, APJ ag -1, UBC13 inh 13, APJ antagonist -4, ATG4B inhibitor -15 and CCR6 antag -16.
For CN(C(=O)c1cccc(NC(=O)Cc2ccc(NC(=O)C3CCN(C(=O)c4ccccc4)CC3)cc2)c1)C1CCCCC1 the results were CXCR6 block 3, EBI2 antag -11, Gli-Sufu antag -29, ATG4B inhibitor -15 and CCR6 antag -1.
O=c1c(Oc2ccccc2F)coc2cc(OCc3cnn(-c4ccccc4)c3)ccc12 was read as CXCR6 block -5, EBI2 antag 3, Gli-Sufu antag 4, APJ ag 2, UBC13 inh -14, APJ antagonist -1, ATG4B inhibitor -3 and CCR6 antag 16.
For Cc1cccc(NC(=O)CSc2nnc(CNC(=O)c3ccco3)n2C)c1 the results were CXCR6 block -1, EBI2 antag -5, Gli-Sufu antag 3, APJ ag -1, UBC13 inh 1, APJ antagonist 10, ATG4B inhibitor -4 and CCR6 antag 0.
`Cc1cccc(Nc2nc3c(c(=O)n(C)c(=O)n3C)n2Cc2ccccc2)c1` gave CXCR6 block -10, EBI2 antag 21, Gli-Sufu antag 41, ATG4B inhibitor -1 and CCR6 antag 10.
COc1cccc(CNC(=O)c2ccccc2-c2ccccc2)c1 was read as CXCR6 block -4, EBI2 antag 7, Gli-Sufu antag 13, APJ ag 0, UBC13 inh -2, APJ antagonist 6, ATG4B inhibitor -1 and CCR6 antag 10.
